Source: PubChem BioAssay (National Center for Advancing Translational Sciences (NCATS))
GALK inh: galactokinase (human) inhibition; 270,000 tested, 0.007% active; P51570; Potency, µM (titrated, usually from 57.5 µM), without a hit: top-dose activity change, negative = inhibition, hits mostly inhibitors; Purified GALK, Kinase-Glo residual ATP luminescence; also: potency is read from the fitted curve at half-maximal effect
Target sequence (P51570 whole entry, looked up): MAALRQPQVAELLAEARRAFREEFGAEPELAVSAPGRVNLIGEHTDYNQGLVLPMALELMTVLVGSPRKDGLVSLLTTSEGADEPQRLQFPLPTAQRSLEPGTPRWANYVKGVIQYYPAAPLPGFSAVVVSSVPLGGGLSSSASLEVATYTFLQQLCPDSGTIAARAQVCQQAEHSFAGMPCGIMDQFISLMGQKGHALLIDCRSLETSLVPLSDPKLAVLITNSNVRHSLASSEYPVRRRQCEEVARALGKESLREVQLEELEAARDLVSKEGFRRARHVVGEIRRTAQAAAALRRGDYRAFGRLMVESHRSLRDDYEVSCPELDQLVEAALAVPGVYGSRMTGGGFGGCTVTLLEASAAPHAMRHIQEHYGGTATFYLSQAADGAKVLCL
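Quantitative HTS: GALK 5 nM, ATP 35 uM, galactose 100 uM, 1 h room temperature, then luciferase-based ATP detection.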
B2AR arrestin: agonists driving beta-arrestin recruitment to human beta2-adrenergic receptor. beta-arrestin recruitment to beta2AR, cell-based reporter. 330,000 tested, 0.02% active. Potency, µM (top dose mostly 46.1 µM), for the others: at the highest dose activation, usual class: activators. P07550;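 also: potency is read from the fitted curve at half-maximal effect; 0% = DMSO controls and full agonism = EC100 isoproterenol or metaproterenol; nearly all actives have a fitted effect of over 65% in size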
KCNH2 WT inh: inhibitors of human wildtype KCNH2 potassium channel. Q12809. U2OS, BacMam KCNH2, thallium flux FluxOr; active compounds read low. activity change, % at 1.84 µM. 340,000 tested, 0.37% active;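 active = maximum activity change below -70%; inconclusive = maximum activity change between -70% and -50%; inactive = maximum activity change above -50%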
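U2OS cells were transduced with wild-type KCNH2 virus (2.03 x 10^8 / mL) for 4 h at room temperature, then cultured overnight at 37 C. Thallium flux was read with FluxOr dye. Rate constants were normalized to DMSO controls.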
USP2a block: blocks human ubiquitin-specific protease USP2a; USP2 core, Ub-CHOP2 coupled fluorogenic reporter, 485/531; Potency, µM (doses to about 38.3 µM), without a hit: at the highest dose activity change, negative = inhibition, actives largely listed as inhibitors; 330,000 tested, 0.01% active; AID 463254;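 also: potency is read from the fitted curve at half-maximal effect; plate controls were DMSO wells for no effect and full inhibition by NEM control for full effect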
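Deubiquitinase activity read as fluorescence (485/531 nm) after Ub-CHOP2 cleavage activates the enterokinase reporter on its substrate; USP2 core 10nM, Ub-CHOP2 and substrate 25nM each, 30min compound preincubation then 60min RT; data normalized to NEM, curves fitted.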
Giardia kill: kills Giardia lamblia; activity change, % at 7.66 µM, hits read low; AID 540267; Giardia lamblia trophozoite viability; 340,000 tested, 0.15% active; in the data active = activity change below about -80%; inconclusive = between about -30% and that limit;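 also: parasites exposed to compound for two days anaerobically before the ATP read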
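Compounds were tested on trophozoites seeded at 100 cells/well and held 48 hrs at 37 deg C anaerobically. An ATP-based luminescent kit measured the remaining live cells.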
KCNH2 3.1 block: KCNH2 3.1 (human) potassium channel inhibition. U2OS KCNH2 3.1, thallium flux FluxOr; active compounds read low. activity change, % (tested at about 1.8 µM). 340,000 tested, 0.95% active. AID 720553;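 active = maximum activity change below -70%; inconclusive = maximum activity change from -70% to -50%; inactive = maximum activity change above -50%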;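 also: thallium influx rate constant from kinetic fluorescence after stimulation buffer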
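Kinetic fluorescence (2 min after stimulation buffer) measures Tl+ influx through KCNH2 3.1 expressed by viral transduction in U2OS cells; the rate constant is normalized against DMSO controls serving as positive and negative references.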
uPA surface inh: blocks generation of uPA at the cell surface; cell surface uPA generation assay, qHTS; 330,000 tested, 0.31% active; Potency, µM (titrated, usually from 38.3 µM), for inactives: at the top dose activity change, negative = inhibition, hits mostly inhibitors; active = well fitted inhibition curve with a large enough effect; inconclusive = small, poorly fitted or top-dose-only effect; inactive = no such curve, though single readings can be large or run the other way; tested in mouse RAW 264.7 cells; also: potency is read from the fitted curve at half-maximal effect; nearly all actives have a fitted effect of over 55% in size
Coupling enz: coupling enzyme interference in Giardia aldolase counter-screen. AID 2472. coupling enzyme system counterscreen, AmpLite Red fluorescence. 290,000 tested, 0.67% active. activity change, negative = inhibition, % at 58.2 µM, hits read low; in the data active = activity change below about -30%
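Final compound at 57.5 uM, incubated 10 min at RT with coupling enzyme reagent (glyceraldehyde-3-phosphate), then 20 min with substrate and AmpLite Red detection. Fluorescence read at 525/598 nm; tests interference with the coupling assay, not aldolase inhibition.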
BCR signal inh: chronic active BCR signaling inhibition | ABC-DLBCL IkBa-CBG/CBR reporter, luminescence ratio, 4 h | Potency, µM (titrated, usually from 46.1 µM), without a hit: at the highest dose ratio change, negative = lower green/red ratio, most hits filed as inhibitors | 340,000 tested, 0.05% active; active = well fitted inhibition curve with a large enough effect in the signal ratio, with a control signal flat, not every such curve was filed as active; inconclusive = small, poorly fitted or top-dose-only effect, or effect the other way, or a change in a side signal; the % refers to the signal ratio;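 also: potency is read from the fitted curve at half-maximal effect; plate controls were basal doxycycline-induced cells for no effect and cells given 10 µM MG132 for full effect; MG132 reads +100%, hits lower the ratio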
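Cell line TMD8 (human ABC DLBCL), stably expressing tet-inducible CBG68-IkBa fusion and CBR; IMDM/0.5% FBS; cpd up to 46 uM; dox induction, 4 h, 37C/5% CO2; dual luminescence; green/red ratio; MG132 control.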
PKM2 act: PKM2 (human) enzyme activation; AID 1631; Potency, µM (top dose mostly 57.5 µM), for inactives: top-dose activation, most hits filed as activators; purified PKM2, Kinase-Glo ATP luminescence, activation; response scale: 0% is enzyme alone, no compound; P14618; 260,000 tested, 0.34% active; also: potency is read from the fitted curve at half-maximal effect; nearly all actives have a fitted effect of over 55% in size
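ATP formation by purified human PK-M2, quantified via coupled luciferase luminescence after 1 h at room temperature with 0.1 mM ADP and 0.5 mM PEP final.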
Eya2 inh: inhibitors of human Eya2 phosphatase activity. O00167. recombinant Eya2, OMFP fluorescence dephosphorylation (OMFP is methylfluorescein phosphate). Potency, µM (doses to about 76.9 µM), for inactives: at the top dose activity, negative = inhibition, actives largely listed as inhibitors. 330,000 tested, 0.006% active. AID 488837; also: potency is read from the fitted curve at half-maximal effect
Target sequence (O00167 whole entry, looked up): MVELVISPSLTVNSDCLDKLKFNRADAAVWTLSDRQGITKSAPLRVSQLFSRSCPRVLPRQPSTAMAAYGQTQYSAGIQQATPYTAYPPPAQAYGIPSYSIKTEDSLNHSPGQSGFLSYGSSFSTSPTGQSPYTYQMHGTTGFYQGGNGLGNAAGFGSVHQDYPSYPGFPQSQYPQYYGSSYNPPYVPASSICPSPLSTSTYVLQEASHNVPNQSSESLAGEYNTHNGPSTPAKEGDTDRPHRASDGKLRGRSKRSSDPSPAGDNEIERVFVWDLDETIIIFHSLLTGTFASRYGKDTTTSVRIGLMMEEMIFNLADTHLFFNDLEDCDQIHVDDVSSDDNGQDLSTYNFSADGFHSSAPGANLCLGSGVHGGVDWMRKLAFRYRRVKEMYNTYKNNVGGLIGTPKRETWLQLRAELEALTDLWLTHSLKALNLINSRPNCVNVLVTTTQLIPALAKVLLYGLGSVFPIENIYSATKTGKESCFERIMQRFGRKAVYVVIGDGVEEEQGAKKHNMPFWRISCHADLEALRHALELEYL
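Eya2 (0.2 uM) preincubated 10 min at ambient with compound, then OMFP substrate added at 50 uM; 10 min reaction in 50 mM HEPES pH 7.5, 50 mM NaCl, 5 uM MgCl2, 0.05% BSA, 1 mM DTT. Fluorescence read at Ex 485/Em 525 nm.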
* marks the source's active call; other numbers are inactive results; i = inactive; u = inconclusive; x = not tested or not shown; & = joins results of further samples. Unless noted, calls follow the shape of the dose curve; as a rule, active = well fitted curve in the direction sought with a large enough effect; inconclusive = small, poorly fitted or top-dose-only effect, or another doubt; inactive = no such curve, though single readings can be large; an effect the other way counts as inactive or inconclusive. Unless noted, % is scaled to controls: 0 for no effect and ±100 for the full control effect.

1. COC(=O)c1cc(NC(=O)c2cccc(Cl)c2)c(=O)oc1/C=C/Nc1cc(C)cc(C)c1
2. Cn1c(Cn2c(=O)sc3ccccc32)nnc1SCC(=O)N1CCCCCC1
3. C/C(N)=C(/C#N)C(=O)COC(=O)C1CCN(S(=O)(=O)c2cccs2)CC1
4. COc1ccc(NC(=O)CN(C)C(=O)c2ccccc2OCC(=O)Nc2cccc(C(F)(F)F)c2)cc1
5. Cc1csc(SCc2ccccc2C(=O)O)n1
6. CCOc1cc(CNC)ccc1OCC(=O)NC(C)(C)C
7. COc1ccccc1NC(=O)C(C)NC(c1ccccc1)c1ccccc1 (configuration not stated)
8. CC[N+](CC)(CC#Cc1ccccc1)CC#Cc1ccccc1
Screen / compound no. | 1 | 2 | 3 | 4 | 5 | 6 | 7 | 8
GALK inh | 3% | -1% | x | x | -2% | 4% | 7% | -3%
B2AR arrestin | -1.8% | 0.0% | -0.6% | -0.3% | -0.4% | 0.2% | -1.0% | -0.6%
KCNH2 WT inh | x | -8 | -1 | -10 | -14 | 3 | -4 | 1
USP2a block | 12% | 1% | 0% | 0% | 0% | 5% | -1% | 0%
Giardia kill | x | 4 | -11 | 15 | 12 | 7 | 20 | -3
KCNH2 3.1 block | x | -3 | 13 | 22 | 4 | -6 | -5 | -14
uPA surface inh | x | -3% | 9% | -4% | -4% | 1% | -1% | -14%
Coupling enz | 0 | 0 | x | x | 1 | 4 | -1 | 0
BCR signal inh | -17% | -2% | 4% | 7% | 1% | -3% | 9% | u
PKM2 act | -7% | 13% | x | x | -2% | 1% | -5% | 0%
Eya2 inh | 23% | -19% | -23% | 3% | -9% | 12% | 3% | 2%

9. C/C(=N\NC(=O)c1c([N+](=O)[O-])c(C)nn1C)c1ccc(NC(=O)C2CCCC2)cc1
10. COc1ccc(OC)c(S(=O)(=O)ON2C(=O)c3ccccc3C2=O)c1
11. O=C(NCC(=O)N(c1cccc(F)c1)C(C(=O)NCC1CCCO1)c1ccccc1)c1ccco1 (configuration not stated)
12. O=C(CSCc1ccc([N+](=O)[O-])cc1)N/N=C/c1ccncc1
13. O=C(NC(=S)Nc1ccc(Cl)cn1)c1cccs1
14. C=C(CC1([C@@H](NP(=O)(c2ccccc2)c2ccccc2)[C@H]2C[C@@H]2CCCC)CC1)c1ccccc1
15. CC(C)NS(=O)(=O)c1ccc(OCC(=O)N(C)Cc2ccccc2)cc1
16. O=C1c2ccccc2C(=O)c2c1oc(C(F)(F)F)c2C(=O)c1ccccc1
Screen / compound no. | 9 | 10 | 11 | 12 | 13 | 14 | 15 | 16
GALK inh | -1% | 2% | 1% | -1% | 2% | x | 3% | -2%
B2AR arrestin | 0.1% | 0.4% | -0.3% | 0.0% | 4.2% | -0.3% | -0.4% | -0.2%
KCNH2 WT inh | -1 | 3 | 2 | -7 | -11 | 13 | -13 | 5
USP2a block | 2% | 1% | 0% | 3% | -3% | 2% | -2% | -3%
Giardia kill | -30 | -20 | -5 | -9 | u | -3 | 10 | 4
KCNH2 3.1 block | -4 | -19 | -3 | -4 | 16 | -44 | 11 | -13
uPA surface inh | -19% | -9% | -1% | 1% | -2% | -5% | x | -3%
Coupling enz | x | -2 | 2 | -1 | -1 | -7&-1 | 3 | -3
BCR signal inh | u | 0% | 1% | 7% | u | 1% | -8% | 1%
PKM2 act | -8% | 0% | -3% | 6% | -15% | 1%&2% | 2% | -12%
Eya2 inh | -2% | 8% | -1% | -3% | -2% | -1% | -26% | 22%

17. C=CCNC(=S)Nc1ccc(Cl)c(S(=O)(=O)N2CCOCC2)c1
18. O=S1(=O)N(Cc2ccccc2F)CCCN1Cc1c(F)cccc1Cl
19. O=C(CSc1nnc(NC(=O)C2CCC2)s1)Nc1ccccc1
20. Clc1ccc(CSc2nnc(-c3cccnc3)n2Cc2ccco2)c(Cl)c1
21. N=c1c2c(-c3ccccc3)c(-c3ccccc3)oc2ncn1Cc1ccco1
22. CCN(CC(=O)Nc1ccc2c(c1)OCCO2)C(=O)COc1cc(C)ccc1Cl
23. C[C@H](NC(=O)N1CCn2c1nc1ccccc12)C(=O)NC1CCCCC1
24. CCOC(=O)CC(NC(=O)CCS(=O)(=O)c1ccc2c(c1)n(C)c(=O)c(=O)n2C)c1ccc(C)cc1 (configuration not stated)
Screen / compound no. | 17 | 18 | 19 | 20 | 21 | 22 | 23 | 24
GALK inh | 12% | -2% | 5% | 2% | -1% | x | 4% | 5%
B2AR arrestin | 0.3% | -0.4% | -0.1% | 0.6% | -0.2% | 0.0% | 0.1% | 0.5%
KCNH2 WT inh | -1 | -21 | -9 | 4 | -2 | 3 | 1 | 1
USP2a block | 3% | 1% | -1% | -8% | -3% | 0% | 1% | 3%
Giardia kill | 1 | -2 | 6 | 12 | 0 | -7 | -15 | -3
KCNH2 3.1 block | 3 | -9 | 1 | -16 | 15 | -4 | 11 | -3
uPA surface inh | 20% | -4% | 1% | -1% | 2% | 0% | -16% | 0%
Coupling enz | 1 | 3 | 2 | 1 | -5 | x | x | x
BCR signal inh | 0% | 0% | -21% | u | u | -13% | -3% | -1%
PKM2 act | 0% | x | x | u | 12% | x | x | x
Eya2 inh | 4% | -7% | -13% | -19% | 0% | 0% | -3% | -1%

25. Cc1cccc(C(=O)N/N=C2\CS(=O)(=O)N(C)c3ccsc32)c1
26. CC(C)c1cccc(-c2ccc3c(c2)S(=O)(=O)c2cccc(C(=O)NC4CCCC4)c2C3=O)c1
27. N#Cc1c(N2CCN(C(=O)c3ccccc3)CC2)nc(-c2ccccc2)c2c1CCCC2
28. CCOc1ccccc1OCCCC(=O)N1CCN(S(=O)(=O)c2cccc(F)c2)CC1
29. Cc1ccccc1OCc1nnc(SCCN2CCCC2)n1-c1ccccc1
30. COc1cc(CN2c3ccccc3C(=O)CS2(=O)=O)cc(OC)c1
31. CCCCNC(=O)CCn1nc(-c2ccc(C)cc2)c2ccccc2c1=O
32. Cc1ccc(/C=N/NC(=O)CCn2nc(C)cc2C)c(C)c1
Screen / compound no. | 25 | 26 | 27 | 28 | 29 | 30 | 31 | 32
GALK inh | -2% | x | 0% | -4% | 0% | x | -4% | 3%
B2AR arrestin | -0.3% | 0.3% | -1.7% | -0.2% | -0.3% | -0.2% | -0.4% | -0.2%
KCNH2 WT inh | 2 | 3 | 0 | -13 | 53 | -13 | -2 | -5
USP2a block | -13% | 4% | -1% | 2% | 2% | -4% | 3% | 1%
Giardia kill | 5 | -29 | 9 | -6 | -10 | 13 | 8 | -17
KCNH2 3.1 block | 4 | -1 | -9 | 5 | -22 | 19 | -13 | 4
uPA surface inh | -23% | 4% | 0% | -4% | 2% | -6% | -7% | -6%
Coupling enz | -1 | x | -3 | 1 | 1 | x | 1 | 1
BCR signal inh | 0% | -11% | u | 1% | u | 5% | 4% | -13%
PKM2 act | -1% | x | -5% | -2% | 3% | x | x | 0%
Eya2 inh | -5% | -19% | -2% | -26% | 3% | -8% | 8% | 5%

5 of the compounds above, with tabs.
#	SMILES	GALK inh	B2AR arrestin	KCNH2 WT inh	USP2a block	Giardia kill	KCNH2 3.1 block	uPA surface inh	Coupling enz	BCR signal inh	PKM2 act	Eya2 inh
30	COc1cc(CN2c3ccccc3C(=O)CS2(=O)=O)cc(OC)c1	x	-0.2%	-13	-4%	13	19	-6%	x	5%	x	-8%
16	O=C1c2ccccc2C(=O)c2c1oc(C(F)(F)F)c2C(=O)c1ccccc1	-2%	-0.2%	5	-3%	4	-13	-3%	-3	1%	-12%	22%
17	C=CCNC(=S)Nc1ccc(Cl)c(S(=O)(=O)N2CCOCC2)c1	12%	0.3%	-1	3%	1	3	20%	1	0%	0%	4%
8	CC[N+](CC)(CC#Cc1ccccc1)CC#Cc1ccccc1	-3%	-0.6%	1	0%	-3	-14	-14%	0	u	0%	2%
10	COc1ccc(OC)c(S(=O)(=O)ON2C(=O)c3ccccc3C2=O)c1	2%	0.4%	3	1%	-20	-19	-9%	-2	0%	0%	8%

(list continues)
33. CCCCOC(=O)CCc1nc2ccccc2[nH]c1=O
34. Cn1c(SCc2c(Cl)cccc2Cl)nc(C(F)(F)F)cc1=O
35. CCOC(=O)N1CCN(C(=O)COC(=O)c2ccc(S(=O)(=O)N(CC)CC)cc2)CC1
36. Clc1ccc(C2=NNC(=NCC3CCCO3)SC2)cc1 (configuration not stated)
Screen / compound no. | 33 | 34 | 35 | 36
GALK inh | 0% | -2% | x | -3%
B2AR arrestin | 0.0% | 0.3% | -0.1% | 9.3%
KCNH2 WT inh | -2 | -25 | -3 | i
USP2a block | 3% | 0% | 2% | 0%
Giardia kill | 0 | 5 | -1 | -19
KCNH2 3.1 block | 3 | u | -3 | 12
uPA surface inh | 5% | x | 2% | -1%
Coupling enz | 6 | 4 | x | 1
BCR signal inh | -3% | -1% | -2% | u
PKM2 act | 3% | 1% | x | 0%
Eya2 inh | 5% | 13% | 17% | -6%
